NPY-Y2 PAM-ag = human NPY-Y2 potentiation or agonism, primary screen; P49146; cells expressing NPY-Y2, potentiator/agonist read-out; activation, % at 3.6 µM; 0.45% of 220,000 active; AID 1359; in the data active = activation above about 27%;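 also: cells stimulated with NPY near EC25 plus isoproterenol at EC100; 0% = vehicle plus submaximal agonist and 100% = vehicle plus saturating agonist; some results beyond the cut were filed as inactive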
Target sequence (P49146 whole entry, looked up): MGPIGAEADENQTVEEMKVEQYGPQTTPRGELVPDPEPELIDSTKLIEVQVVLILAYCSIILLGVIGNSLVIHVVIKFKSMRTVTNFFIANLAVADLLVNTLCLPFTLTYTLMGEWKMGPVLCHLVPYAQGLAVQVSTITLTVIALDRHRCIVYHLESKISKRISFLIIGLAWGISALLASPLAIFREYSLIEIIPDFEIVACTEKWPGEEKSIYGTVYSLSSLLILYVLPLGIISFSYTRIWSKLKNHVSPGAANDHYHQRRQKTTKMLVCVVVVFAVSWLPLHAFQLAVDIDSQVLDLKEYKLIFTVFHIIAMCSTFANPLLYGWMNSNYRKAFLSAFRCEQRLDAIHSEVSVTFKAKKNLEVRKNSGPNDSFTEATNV
Runt-SMMHC FRET = inhibitors of human RUNX1 Runt domain binding to CBFb-SMMHC; Cerulean-Runt/Venus-CBFb-SMMHC FRET ratio 530/480, 1 h; Q01196+Q13951; 0.74% of 220,000 active; inhibition, % at 20 µM; AID 1434;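 active = mean inhibition across duplicate retests at 20 µM reaching about 50%, limit read from the data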;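 also: 0% = DMSO wells and 100% = wells with excess untagged CBFb-SMMHC; inhibitors lower the FRET ratio by blocking Runt binding to CBFb-SMMHC; some results filed as inactive read as strong as hits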
Target sequence (Q01196 whole entry, looked up, the tested form may be a part): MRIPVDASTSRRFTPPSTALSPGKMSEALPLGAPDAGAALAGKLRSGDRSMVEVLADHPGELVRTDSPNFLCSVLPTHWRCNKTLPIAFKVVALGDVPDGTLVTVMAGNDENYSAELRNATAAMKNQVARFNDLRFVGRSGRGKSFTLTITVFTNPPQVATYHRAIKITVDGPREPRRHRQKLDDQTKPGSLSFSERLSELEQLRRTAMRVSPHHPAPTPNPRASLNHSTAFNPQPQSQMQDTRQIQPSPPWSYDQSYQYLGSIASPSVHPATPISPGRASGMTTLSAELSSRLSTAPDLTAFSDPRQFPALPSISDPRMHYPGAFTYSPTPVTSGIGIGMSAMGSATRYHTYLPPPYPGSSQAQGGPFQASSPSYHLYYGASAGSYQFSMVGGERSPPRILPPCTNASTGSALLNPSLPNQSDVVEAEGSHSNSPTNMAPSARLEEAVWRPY
Target sequence (Q13951 whole entry, looked up, the tested form may be a part): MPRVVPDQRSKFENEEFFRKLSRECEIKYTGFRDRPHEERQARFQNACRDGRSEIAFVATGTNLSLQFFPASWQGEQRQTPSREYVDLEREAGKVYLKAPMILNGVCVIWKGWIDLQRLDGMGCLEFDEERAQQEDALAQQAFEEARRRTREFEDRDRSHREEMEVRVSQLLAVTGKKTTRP
NPY-Y1 antag = antagonists of human neuropeptide Y receptor Y1; P25929; HEK293-CNG Y1 cells, membrane potential fluorescence; NPY at EC95, then isoproterenol; inhibition, % at 3.6 µM; 1% of 200,000 active;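 active = inhibition above the campaign mean inhibition of all tested compounds plus 3 SD, cut at about 20% in these data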;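 also: 0% = DMSO wells given NPY plus isoproterenol and 100% = isoproterenol alone without NPY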
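Material: HEK293 Y1/CNG channel cell line; also added: NPY (25 nM), isoproterenol (1 µM), Ro 20-1724 (25 µM); doses: one concentration, 3.6 µM, in 0.4% DMSO; schedule: compound incubation 1 h at room temperature, readout 45 min post-stimulation; technique: membrane potential fluorescence; measure: fluorescence ratio normalized to % inhibition between controls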
NPY1 pot ag = human NPY-Y1 potentiation or agonism, primary screen | P25929 | NPY-Y1 expressing cells, potentiator/agonist activation | 0.37% of 220,000 active | activation, % at 3.6 µM | AID 1304; in the data active = activation above about 33%, passing the limit was not always enough;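 also: cells stimulated with NPY at EC10 then isoproterenol at EC100; 0% = low agonist plus stimulus and 100% = saturating agonist plus stimulus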
Mdm2 ligase inh = blocks human Mdm2 ubiquitin ligase activity. Q00987. cell-based MDM2 ubiquitination luciferase reporter, 2 h; 0 = plate control, 100 = twice control, blank-subtracted. signal enhancement, % at 5 µM. 0.11% of 210,000 active;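 active = signal enhancement of 30% or more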;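 also: luminescence tracks abundance of the self-degrading MDM2-luciferase fusion protein; higher signal means inhibition of MDM2 E3 ligase activity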
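system = mammalian cells stably expressing self-ubiquitinating, self-degrading MDM2 E3–luciferase fusion | quantity = 2000 cells per well seeded | incubation = 4 h cell settling then 2 h compound exposure, 37 °C | signal = SteadyLite luminescence, 15 min reagent step | benchmarks = plate control and blank wells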
Runt-CBFb FRET = inhibitors of human RUNX1 Runt domain binding to CBFb; Q01196+Q13951; Cerulean-Runt/Venus-CBFb FRET ratio 530/480, 1 h; inhibition, % at 20 µM; 0.46% of 220,000 active; AID 1496;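 active = inhibition over about 50% at 20 µM in the single-dose screen, limit read from the data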;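 also: 0% = DMSO wells and 100% = excess unlabeled CBFb competitor control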
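Reagent – Venus-CBFb binding partner, 100 nM · Assay system – Cerulean-tagged RUNX1 Runt domain (FRET donor) fusion protein · Input – 100 nM per protein · Incubation – two 1 h room-temperature incubations shielded from light · Measured by – FRET fluorescence · Medium – Tris buffer pH 7.5 with salts and BSA · Benchmarks – unlabeled CBFb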
Hck-Nef inh = inhibitors of human Hck kinase activated by Nef; P08631; 0.68% of 220,000 active; inhibition, % at 20 µM; Recombinant Hck-YEEI plus Nef, Z-Lyte FRET kinase assay;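 active = Hck-Nef kinase inhibition above about 50%, limit read from the data; inactive = inhibition below that limit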;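 also: 0% = DMSO with Hck plus Nef and 100% = Hck alone without Nef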
RBBP9 inhibitor = human RBBP9 hydrolase inhibition; recombinant RBBP9, FP-Rh probe fluorescence polarization; inhibition, % at 7.94 µM; 0.2% of 220,000 active;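 active = inhibition above the campaign mean of all tested compounds plus 3 SD, cut at about 14% in these data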;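 also: plate controls were DMSO wells with RBBP9 for no effect and wells lacking RBBP9 protein for full effect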
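Test system: recombinant human RBBP9; Timing: 30 min then 45 min, 25 °C; Detection: fluorescence polarization; Control set: RBBP9 with DMSO as uninhibited control, no-protein wells as full inhibition; Compound dosing: one concentration, 7.94 µM nominal, 0.794% DMSO; Probe or stimulus: FP-Rh activity-based probe, 375 nM before mixing.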
p97 ATPase inh = blocks human p97 ATPase activity; recombinant p97 ATPase, Kinase-Glo ATP luminescence, 3 h; inhibition, % at 8 µM; AID 1481; P55072; 0.42% of 220,000 active; in the data active = inhibition above about 15%;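 also: 0% = DMSO vehicle and 100% = wells lacking enzyme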
* marks the source's active call; other numbers are inactive results; . = not tested or not shown. Rows were taken by chance, and some 3.5% of all compounds hit somewhere here.

Every second line gives: Runt-SMMHC FRET, NPY-Y2 PAM-ag, RBBP9 inhibitor, NPY1 pot ag, NPY-Y1 antag, p97 ATPase inh, Mdm2 ligase inh, Hck-Nef inh, Runt-CBFb FRET
O=[N+]([O-])c1ccc(-c2csc3[n+]2CCS3)cc1
    8, -11, -6, -10, 20, 1, -23, -2, 14
O=C(N/N=C/C(Br)=C/c1ccccc1)c1cccs1
    -3, -12, -8, -11, 2, 7, -3, 16, 0
CCC(c1nnc(SCC(=O)NC23CC4CC(CC(C4)C2)C3)o1)N(C)C (centres undefined)
    2, 17, -3, 8, 2, 1, -15, -1, 1
O=C(CSc1nnc(-c2ccc(F)cc2)o1)Nc1ccc(S(=O)(=O)N2CCCCCC2)cc1
    -1, 8, -4, -6, 3, 0, -17, 9, -2
CCOc1ccc(OCCCCN2CCCC2)cc1
    -3, -25, 8, -11, 4, -1, -14, 1, 1
O=C(CSc1nnc(CNC(=O)c2cccs2)o1)c1ccccc1
    0, -22, -2, -11, 5, -5, ., 0, 1
CCOC(=O)c1ccc(N2C(=O)CC(N3CCC(O)(c4ccc(Br)cc4)CC3)C2=O)cc1 (centres undefined)
    -2, 1, 5, -8, -9, 0, -10, 0, 5
COc1cc(NC(=O)c2ccccc2)c(OC)cc1NC(=O)Cc1cccs1
    -13, -4, -3, 8, 3, 6, 9, 42, -2
CCN1C(=O)/C(=C2\SC(N3CCCCC3)=NC2=O)c2ccccc21
    -4, 15, 0, 0, 0, 4, 0, 2, -4
Oc1c(Cl)cc(Cl)c2c1NCCC2
    6, -2, 9, -31, -1, 5, 2, 0, 3
Cc1nc2sc3c(c2c(=O)[nH]1)CCCC3
    -2, -2, -15, -9, ., -2, -13, -2, 0
O=C(CSc1ncn(-c2ccccc2)n1)N1CCN(c2ccccc2)CC1
    -1, -23, -8, -28, 3, -4, 1, 0, 0
CC(C(=O)NCCN1CCOCC1)c1ccc([N+](=O)[O-])cc1 (centres undefined)
    3, -9, -5, 2, -1, 3, ., 3, 2
N=c1oc2ccccc2cc1-c1nc(-c2ccccc2)cs1
    -160, -12, -7, -9, 9, -2, 3, -1, -60
CN1C(=O)/C(=C/c2ccccc2OCc2cccc(F)c2)NC1=S
    41, -6, 0, -26, -1, 1, 8, 1, 16
COc1ccc(/C=C/C(=O)Nc2ccccc2C(=O)O)cc1
    -3, 4, 2, -1, 0, 4, -76, 17, 0
CCCNC(=O)NC(=O)COC(=O)CNS(=O)(=O)/C=C/c1ccccc1
    0, 9, -10, 2, 11, 2, -12, 18, 1
COc1ccc(-n2c(CNC(=O)COc3ccccc3)n[nH]c2=S)cc1
    16, -5, 1, -6, 7, 5, 15, 25, 4
COc1ccc(C(=O)N/N=C/C(Br)=C/c2ccccc2)cc1
    -4, -11, -5, -14, 10, 0, -12, -1, 4
O=C1CCCC2=C1C(c1ccc(Br)cc1)c1c([nH]c(=S)[nH]c1=O)N2 (centres undefined)
    68*, -4, -1, 0, 7, -1, -16, 0, 46
O=C(Nc1ccccc1)c1ccc(OC(=O)c2cc3ccccc3o2)cc1
    2, -4, -3, 2, 4, 4, -12, 3, 1
CCSc1nnc(NC(NC(=O)c2ccco2)(C(F)(F)F)C(F)(F)F)s1
    3, 6, 0, -4, -6, 0, -14, 2, -1
CC(C)(C)c1ccc(C(=O)c2c[nH]c(C(=O)NCc3cccnc3)c2)cc1
    -4, 14, -9, 10, 4, -2, -10, -1, -5
Cc1ccccc1NC(=O)COC(=O)CCc1ccccc1
    -2, 5, -8, 1, 1, -3, 1, 16, 3
O=C(Cn1c(=O)[nH]n(-c2ccccc2)c1=O)N1CCCc2ccccc21
    4, 3, -2, -7, 0, -2, 0, -1, -3
O=C(COC(=O)CCSc1ccc(Cl)cc1)NCc1ccccc1
    1, -12, -12, -26, 22*, -8, -19, -2, -4
CCC1CCCCN1CCCNC(=O)CNC(=O)Cn1ccc2ccccc2c1=O (centres undefined)
    -47, -6, -12, -6, 13, 1, 8, 3, -2
CN1CCN(c2nc(C(N)=O)cc(-c3ccccc3)n2)CC1
    12, 1, -7, -12, 8, -1, -7, -1, -1
COc1ccc(C(=O)C2CCCN(C(=O)c3cccnc3SC)C2)c(C)c1 (centres undefined)
    2, 1, -2, 6, -1, 4, 1, 21, -1
Cc1ccccc1Cn1nnc(-c2ccc(C(=O)O)cc2)n1
    0, 4, -4, 6, 4, 5, -9, 17, 2
CC1(C)Cc2c(C#N)c(NCC3CCCO3)nc(-c3ccco3)c2CO1 (centres undefined)
    6, 9, -6, 16, 12, -4, -10, 56*, 11
COCCn1c(=O)[nH]c(=O)c2cc(C(=O)c3cc(OC)ccc3O)cnc21
    5, -10, -12, 5, 2, -3, -20, -1, 2
Cc1cc[n+](CC(=O)c2ccc(NC(=O)c3ccccc3)cc2)cc1
    5, -1, -7, -13, -2, 3, -13, 2, 2
CC1CCC/C(=C\Nc2ccc(C(=O)O)cc2)C1=O (centres undefined)
    0, 0, -8, -4, -6, 4, -24, -43, -2
COc1ccc(CN=C2NC(=O)CC(C(=O)Nc3ccc(F)cc3)S2)cc1 (centres undefined)
    1, -1, -7, -4, 3, 0, -10, 2, 1
O=C(CP(=O)(c1ccccc1)c1ccccc1)N/N=C/c1cc(Br)cc(Br)c1O
    60, -5, 1, 10, 4, 1, -11, 4, 31
O=S(=O)(Nc1nc2ccccc2nc1N1CCc2ccccc2C1)c1ccc(Cl)cc1
    8, 10, 1, -3, 0, 1, 7, 4, -1
CCSc1cc(C2C(C#N)=C(N)OC(C)=C2C(=O)OC)c(C)o1 (centres undefined)
    -16, 3, -1, -16, 6, -1, 1, 5, -2
C[C@H]1C=C(C(=O)NCc2nc3ccccc3[nH]2)O[C@@H](OCc2ccc(CO)cc2)C1
    4, ., ., ., ., ., 13, 26, 2
COc1cc(NC(=O)CN2C(=O)c3ccccc3C2=O)c(C(=O)O)cc1OC
    -3, -9, -3, 1, 11, 5, 4, 6, 0

Records above marked active in Runt-SMMHC FRET.
Molecule	Runt-SMMHC FRET	NPY-Y2 PAM-ag	RBBP9 inhibitor	NPY1 pot ag	p97 ATPase inh	Hck-Nef inh	Runt-CBFb FRET
O=C1CCCC2=C1C(c1ccc(Br)cc1)c1c([nH]c(=S)[nH]c1=O)N2 (centres undefined)	68*	-4	-1	0	-1	0	46

(next part)
Every second line gives: Runt-SMMHC FRET, NPY-Y2 PAM-ag, RBBP9 inhibitor, NPY1 pot ag, NPY-Y1 antag, p97 ATPase inh, Mdm2 ligase inh, Hck-Nef inh, Runt-CBFb FRET
CCOC(=O)Cn1c(-c2ccccn2)nc2ccccc21
    2, 7, 0, -5, 11, 3, -7, 1, -1
O=C(NC1CCCC1)NS(=O)(=O)c1ccccc1Cl
    -3, 12, 4, -5, 3, 5, -15, -5, -4
COc1ccc(-c2nc(CN3CCC(C(=O)N4CCc5ccccc54)CC3)c(C)o2)cc1OC
    -2, -14, 3, -10, 2, -6, -22, 6, 0
Fc1ccccc1NC(=S)NN(Cc1ccccc1)c1ccccc1
    4, -6, 5, -13, -1, -2, ., 0, -1
Cc1c2cnn(-c3ccccc3)c(=O)c2c(C)n1CCCC(=O)N1CCN(C2CCCCC2)CC1
    -2, -17, -7, -1, ., -1, ., 25, 0
Cc1nc2sc(C(c3ccccc3)N3CC(C)OC(C)C3)c(O)n2n1 (centres undefined)
    1, -2, -7, 12, -5, -4, -4, 0, -1
CCSc1nnc(NC(=O)C2CCCCC2)s1
    -1, 19, -4, 1, -2, 7, -4, 7, -1
CN(CC(=O)NNC(=O)c1cccnc1)S(=O)(=O)c1cc(Cl)ccc1Cl
    -1, -9, 3, -13, 1, -1, -1, -4, 3
CN=Cc1nc(-c2ccccc2)oc1O
    3, 9, -2, -28, 5, -1, -11, 6, 2
COCC(C)NS(=O)(=O)c1ccc(NC(=O)C(Cc2ccccc2)NC(N)=O)cc1 (centres undefined)
    4, 1, -8, 8, -2, 1, -13, 0, -2
CCCn1nnc(NC(=O)C(c2ccccc2)c2ccccc2)n1
    -1, 2, -3, 12, 12, -4, 11, -1, -1
COc1ccc(C2=NN(c3ccccc3)C(c3cccs3)C2)cc1 (centres undefined)
    6, -7, -4, 13, 7, 2, 1, 23, 0
CCCCNC(=O)Cn1c(-c2ccc(OC)cc2)noc1=O
    -1, -2, -14, 3, 6, 0, -13, -1, -2
C1CC2CN(c3nc4nonc4nc3N3CCSCC3)CCN2C1 (centres undefined)
    -2, -2, 5, -11, 4, 3, -16, 16, 0
CN(C)c1ccc(/C=N\Nc2nc(-c3ccccc3)cc(=O)[nH]2)cc1
    -26, 0, -1, -15, 9, 8, ., 6, -13
COC(=O)c1sccc1NC(=O)c1cc2c(s1)CCCC2
    -4, -6, -1, -3, 18, 7, 3, -8, 1
Cc1ccc(OCCSc2ncccn2)c(C)c1
    1, 4, -6, -1, 6, -3, -22, 12, -2

By substructure, the entries above with an NH in an aromatic ring.
Every second line gives: Runt-SMMHC FRET, NPY-Y2 PAM-ag, RBBP9 inhibitor, NPY1 pot ag, NPY-Y1 antag, p97 ATPase inh, Mdm2 ligase inh, Hck-Nef inh, Runt-CBFb FRET
Cc1nc2sc3c(c2c(=O)[nH]1)CCCC3
    -2, -2, -15, -9, ., -2, -13, -2, 0
COc1ccc(-n2c(CNC(=O)COc3ccccc3)n[nH]c2=S)cc1
    16, -5, 1, -6, 7, 5, 15, 25, 4
O=C1CCCC2=C1C(c1ccc(Br)cc1)c1c([nH]c(=S)[nH]c1=O)N2 (centres undefined)
    68*, -4, -1, 0, 7, -1, -16, 0, 46
CC(C)(C)c1ccc(C(=O)c2c[nH]c(C(=O)NCc3cccnc3)c2)cc1
    -4, 14, -9, 10, 4, -2, -10, -1, -5
O=C(Cn1c(=O)[nH]n(-c2ccccc2)c1=O)N1CCCc2ccccc21
    4, 3, -2, -7, 0, -2, 0, -1, -3
COCCn1c(=O)[nH]c(=O)c2cc(C(=O)c3cc(OC)ccc3O)cnc21
    5, -10, -12, 5, 2, -3, -20, -1, 2
C[C@H]1C=C(C(=O)NCc2nc3ccccc3[nH]2)O[C@@H](OCc2ccc(CO)cc2)C1
    4, ., ., ., ., ., 13, 26, 2
CN(C)c1ccc(/C=N\Nc2nc(-c3ccccc3)cc(=O)[nH]2)cc1
    -26, 0, -1, -15, 9, 8, ., 6, -13
